Pf Dd2 growth: qHTS Primary assay for Inhibitors of Plasmodium falciparum Dd2 growth in vitro; P. falciparum Dd2 growth, SYBR Green, 72 h; Potency, µM (top dose mostly 28.9 µM), without a hit: top-dose activity, negative = inhibition, most hits filed as inhibitors; 120,000 tested, 4.3% active; AID 1347417, 2020; active = well fitted inhibition curve with a large enough effect; inconclusive = small, poorly fitted or top-dose-only effect; inactive = no such curve, though single readings can be large or run the other way;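 note: plate controls were DMSO vehicle for no effect and reference drug for full effect; nearly all actives have a fitted effect of over 65% in size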
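Readout: SYBR Green fluorescence, 485 nm excitation, 535 nm emission, after ~16 h lysis at 37C. Before that, Dd2-infected red cells (2.5% hematocrit) grew 72 h with compound, 29 uM top final concentration.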
Active calls of the source: *; i = inactive; ? = inconclusive; [ ] = another dose, or the depositor's remark. Potency is the fitted concentration of half-maximal effect. Some of the compounds tested; rates above refer to the full screens.

SMILES	Pf Dd2 growth
O=C(c1cc(F)ccc1Cl)N1CCC2(CC1)N(c1ccccc1)C(=O)CS2(=O)=O	?
O=C(NCCc1ccccc1)c1ccc(CSc2nc3ccncc3n2Cc2ccccc2F)cc1	7.1µM*
Cn1cc(-c2ccc(O)c(F)c2)c2nc(CN3CCOCC3)cn2c1=O	-16%[44.1 µM]
CCn1ccc(C(=O)N2CCC(c3nn(C)c4c3COCC4)CC2)n1	i[5.79 µM]
CCSc1oc(-c2ccco2)nc1S(=O)(=O)c1ccc(Br)cc1	-2%
O=C1COc2ccc(OCc3cncs3)nc2CN1Cc1ccc(F)cc1	i
Cc1noc(-c2ccccc2Cl)c1C(=O)NCCc1cccs1	-15%
O=C([C@H]1C[C@@H](O)[C@H](O)[C@@H]2N=C(Nc3ccc(Cl)cc3)S[C@@H]21)N1CCOCC1	-5%[44.1 µM]
COCCOCC(=O)N1[C@@H]2CC[C@H]1CC(NC(=O)c1cnc(C)cn1)C2 (stereo partly specified)	9%
COc1cccc(CNC(=O)CCCCCn2c(=O)[nH]c3cc(OC)c(OC)cc3c2=O)c1	i
CC(C)CC(=O)NC1CCN(c2ccc(F)cc2)C1=O (stereo unspecified)	-1%
COC(=O)CNC(=O)NCCc1ncc(C)n1C1CCCC1	3%
COc1ccc(Cl)cc1NC(=O)CCn1c(=O)c2cccn2c2ccccc21	i
O=c1ccc(N2CCC(NS(=O)(=O)c3ccc(Cl)s3)CC2)nn1CC1CC1	-11%
Cc1ccc(C2Cn3nnc(-c4nc(-c5cccc(F)c5)no4)c3CO2)c(C)c1 (stereo unspecified)	0%
CNc1nccc(N2CCC(CC(=O)NCCCN3CCC(C)CC3)CC2)n1	?
CCOC(=O)c1ccccc1NC(=O)C(=O)Nc1ccc2nc3n(c(=O)c2c1)CCCCC3	?
Cc1ccccc1C(=O)N1CCC2(CC1)OCC(C(=O)N1CCCC1)N2C(=O)c1cccc(F)c1 (stereo unspecified)	10%
COc1cc(NC(=O)CN2CCCc3nc(C4CC4)ncc3C2=O)cc(OC)c1	-27%
O=C(CC1CCCC1)NC1CCN(C(=O)N2CC3CC(C2)[C@H]2CCCC(=O)N2C3)CC1 (stereo partly specified)	?
CCOc1ccccc1NC(=O)Cn1c(N2CCN(c3ccccc3)CC2)nc(C)cc1=O	5.6µM*
O=C(NCc1ccc(F)c(Cl)c1)c1cc2n(n1)CC(c1ccc(Cl)cc1)OC2 (stereo unspecified)	2%
O=Cc1cccc(N2CCN(C(=O)Nc3ccccc3)CC2=O)c1	59%[activator]
CCC(=O)N(C1CCOCC1)C1CCN(S(=O)(=O)c2ccc(CC)cc2)CC1	i
CCOc1ccc(C(=O)N2CCC3(CC2)CN(c2ncccn2)CC3CO)cc1 (stereo unspecified)	-23%
CCOc1ccc2nc(N(Cc3cccnc3)C(=O)C3CCCCC3)sc2c1	2.2µM*
N#Cc1ccccc1Cn1c(SCC(=O)Nc2ccc(F)cc2)nc2ccccc21	i
Cc1ccccc1S(=O)(=O)NCCc1noc(-c2cccnc2)n1	-1%
CCC(=O)N1CCc2cc(CNS(=O)(=O)c3cccs3)ccc21	-9%
Cc1ccc(-n2c(C3CCN(C(=O)c4ccc(F)c(Cl)c4)CC3)n[nH]c2=O)cc1	-4%
O=C(c1ccccc1F)N1CCC(N2CCOCC2=O)CC1	15%
CCOc1ccc(NC(=O)CC2C(=O)N(c3ccccc3)C(=O)N2CCc2ccc(OC)cc2)cc1 (stereo unspecified)	i
Cc1ccc(S(=O)(=O)c2nc(S(=O)(=O)c3ccc(C)cc3)c(NC(C)C)s2)cc1	-11%
C#CCNC(=O)c1nc(-c2ccc(Cl)cc2Cl)c2ccccn12	-6%
CN1CCOC[C@H]1c1ncc(-c2ccc(F)cc2F)[nH]1	i
CN(Cc1ccccc1)C(=O)C[C@@H]1O[C@H](CNC(=O)C2CC2)[C@@H](O)[C@H]1O	18%[44.1 µM]
CN1CCC(NC[C@H]2O[C@@H](CO)[C@@H](O)[C@@H]2N(C)Cc2ccccc2)CC1	7%
O=C(Cn1c(=O)c2cccn2c2ccccc21)Nc1cc(F)ccc1F	-14%
CCc1cccc(CC)c1NC(=O)Cn1c(=O)c(-c2cc(C)ccc2NC(C)=O)nc2ccccc21	1%
CN1C(=O)CS(=O)(=O)C12CCN(C(=O)COc1ccc(F)cc1)CC2	-1%
COc1cccc(-c2noc(COc3cccc(C)c3C)n2)c1	36%[activator]
CCC(=O)N1c2ccccc2CC1C(=O)NCc1ccc(N(C)C)cc1 (stereo unspecified)	51%[activator]
CCOCCCNC(=O)C(c1ccc(Cl)cc1)N(Cc1ccc2c(c1)OCO2)C(=O)c1ccccc1O (stereo unspecified)	12%
COc1ccc(CN2C(=O)[C@@H]3C[C@@H](CN3Cc3ccc(C(=O)O)cc3)Oc3ccccc32)cc1	i
COc1ccc(C2(C(=O)NCc3cccnc3N3CCN(C)CC3)CC2)cc1	?
COc1cccc(CNC(=O)c2cc3c(s2)-c2ccccc2OC3)c1	17%
COc1ccc(C)cc1NC(=O)Cn1ccn2nc(-c3ccccc3)c(CO)c2c1=O	-23%
CN1CCN(c2nc3c(c(=O)[nH]2)CCN(Cc2ccc(C(F)(F)F)cc2)CC3)CC1	-2%[5.79 µM]
CCOc1ccc(NC(=O)Cn2nc(Cc3cccnc3)c3ccccc3c2=O)cc1	-24%
Cc1noc(C)c1C(=O)N1CC(N(C)Cc2cccnc2)C1	-3%
Cc1ccc(CNC(=O)Cn2ccn3nc4c(c3c2=O)CCCCC4)cc1	-4%
CCOC(=O)C1CCN(C(=O)Cc2cccn2-c2cccc(Cl)c2)CC1	-16%
COCC(=O)N[C@@H]1C[C@H](Cn2cc(CN3CCS(=O)(=O)CC3)nn2)[C@@H](O)[C@H]1O	28%
CCN1C(=O)C2CC3(CCN(S(=O)(=O)c4cn(C)cn4)CC3)CN2C1=O (stereo unspecified)	-2%
Cc1nc2nc(C)c(NS(=O)(=O)c3ccc(CC(C)C)cc3)c(=O)n2[nH]1	i
Cc1ccccc1CN1CCCC(CCNS(=O)(=O)C2CC2)C1 (stereo unspecified)	10µM*
Cc1ccc(NC(=O)CSc2nc3c(sc4ccccc43)c(=O)n2CCCC(=O)NC2CCCC2)cc1C	i
CC(C)n1cc2cc(C(=O)N3CCCCC3)sc2c1	-20%
CCC(=O)N1CCC(CC)(N2CCNCC2)C1 (stereo unspecified)	-2%
CC(C)CCN1CCC2(CC1)C(=O)Nc1ccccc12	?

Additional compounds follow:
SMILES	Pf Dd2 growth
Cc1cccc(CN2CCCC(COc3ccccc3C(=O)N3CCOCC3)C2)c1 (stereo unspecified)	0%
Cc1cccc(OCC(=O)Nc2ccc(Cl)c(-c3nc4ncccc4o3)c2)c1C	?
CC1CCN([C@@H]2[C@H](O)[C@H](CO)O[C@@H]2CNC(=O)Nc2cccc(Cl)c2)CC1	?
Cc1nnc(-c2cc(C(=O)NCCc3ccccc3)ccn2)n1Cc1cccnc1	i
CN1C(=O)CC[C@]2(C(=O)NCc3cccc(C(F)(F)F)c3)CCCC[C@@H]12	?
CCOc1c(Br)cc(C2CC(=O)Nc3cc4c(cc32)OCO4)cc1OC (stereo unspecified)	3.2µM*
CN(Cc1ccccc1OCC(=O)O)CC1CCN(C)C1(C)C (stereo unspecified)	-3%
Fc1ccc(-c2nc(Nc3ccc(F)c(Cl)c3)nc3c2COc2ccccc2-3)cc1	-13%
O=C(CCc1ccccc1)N1CCCCCC1c1nnc(-c2ccccc2)o1 (stereo unspecified)	?
CC(C)c1nc(C(=O)N2CCc3onc(-c4ccccc4F)c3C2)cs1	-24%
O=C(CSc1nc2c(c(=O)[nH]1)CCC2)Nc1ccccc1F	i
COc1ccc(NC(=O)OC[C@H]2C[C@@H]3CCN2C[C@@H]3c2cc(-c3ccc(N(C)C)cc3)nc(C)n2)cc1	?
CCSc1nnc2c(n1)OC(c1ccc(C)cc1)N(C(C)=O)c1ccccc1-2 (stereo unspecified)	49%[activator]
CCOC(=O)c1ccccc1NC(=O)N1CCCN(S(=O)(=O)c2ccc3c(ccn3CC)c2)CC1	?
O=C1NC(=NC2CCCC2)C2(CCCN(CC3CC3)C2)N1c1cccnc1 (stereo unspecified)	26%
Cc1cc(C)cc(NC(=O)C(CC(C)C)NC(=O)C2CCCCC2)c1 (stereo unspecified)	-24%
C[S+](=O)([O-])c1ccc(-c2nc(C(=O)NCc3cccnc3)n3ccccc23)cc1	-14%
CC1=C[C@@H](CN2CCN(c3ncccn3)CC2)[C@H](C(C)C)C[C@H]1Cc1nnc(Cc2c[nH]c3ccccc23)o1	3.5µM*
CS(=O)(=O)N1CCC(C2CCN(C(=O)Cc3ccc(Cl)cc3)C2)CC1 (stereo unspecified)	?
Cc1cnc(C(=O)N2[C@@H]3CC[C@H]2CC(NC(=O)c2ccc(F)cc2)C3)cn1 (stereo partly specified)	-7%
COc1ccc(NC(=O)CN2C(=O)NC3(CCC(C(C)(C)C)CC3)C2=O)cc1 (stereo unspecified)	-10%
CCOc1ccccc1C(=O)Nc1ccc(S(=O)(=O)Nc2nc(C)cc(C)n2)cc1	-4%
CC(C)NC(=O)N[C@H]1CCN2C(=O)c3cc(-c4ccc(Cl)cc4)ccc3NC(=O)[C@H]12	-7%[44.1 µM]
O=S(=O)(NCc1ccc(Cl)cc1)c1ccc(N2CCCCS2(=O)=O)cc1	8%
Cc1cc(OCC(=O)Nc2c(C(=O)c3ccccc3)oc3ccccc23)cc(C)c1Cl	21%
COc1cccc(-c2cc(C3CCN(C(=O)Nc4cc(C)cc(C)c4)CC3)[nH]n2)c1	?
COc1ccccc1CNC(=O)CCC1N=C2c3ccccc3N=C(SCc3ccc(C)cc3)N2C1=O (stereo unspecified)	?
CC(=O)N1CCCc2cc(S(=O)(=O)N3CCCC(C(=O)N4CCN(c5ccccc5F)CC4)C3)ccc21 (stereo unspecified)	?
CN(C)C[C@@H]1CN(C2CCOCC2)C[C@H]1NC(=O)c1ccccc1C(F)(F)F	6%
COc1cc(NC(=O)C(CC(C)C)NS(=O)(=O)c2ccc3c(c2)oc(=O)n3C)c(C(=O)O)cc1OC (stereo unspecified)	i
COc1ccc(NC(=O)C2CCN(C(=O)c3ncn4c3COC(c3ccc(F)cc3)C4)CC2)cc1 (stereo unspecified)	i
COc1ccccc1-n1c(=O)c2c3c(sc2n(C)c1=O)CN(C(C)=O)CC3	-11%
CCOc1ccc(CCNC(=O)c2cc3sccc3n2CC)cc1OCC	i
Cc1ccc(NC(=O)N[C@H]2C[C@@H](c3nc(-c4ccccn4)no3)N(C)C2)cc1	?
N#Cc1cccc(CN2CCOC[C@H]2c2ncc(-c3ccc(Cl)s3)[nH]2)c1	?
COc1ccccc1NC(=O)N1C[C@@H]2C[C@H](C1)c1c(-c3ccc(NC(C)=O)cc3)ccc(=O)n1C2	i
O=C1Nc2ccccc2C12CN(Cc1ccccc1)C2	?
COc1ccc(CCNC(=O)c2c(C)noc2-c2cc(OC)cc(OC)c2)cc1	i
CCOC1CCOC2(CCN(C(=O)c3ccncc3)CC2)C1 (stereo unspecified)	67%[activator]
COC(=O)c1sc2cccc(F)c2c1S(=O)(=O)Nc1cc(C)c(Cl)cc1OC	73%[activator]
COC(=O)c1ccccc1S(=O)(=O)N1CCN2C(=O)CNC(=O)C2C1 (stereo unspecified)	-7%
O=C(COc1ccccc1)N[C@H]1CO[C@H]2[C@@H]1OC[C@@H]2n1nnnc1Oc1ccc(-n2cncn2)cc1	6%
COCCCNC(=O)c1ccc(CSc2nc3cccnc3n2Cc2ccc(OC)cc2)cc1	-15%
COc1ccccc1C(=O)N1CCC2(CC(c3cccc(C(F)(F)F)c3)=NO2)C1 (stereo unspecified)	17%
Cc1cc(F)ccc1OC1CN(C(=O)c2ccccc2)C1	?

An excerpt of these results, as a markdown table:
| canonical_smiles | Pf Dd2 growth |
| --- | --- |
| COc1ccccc1-n1c(=O)c2c3c(sc2n(C)c1=O)CN(C(C)=O)CC3 | -11% |
| CCOc1ccc(CCNC(=O)c2cc3sccc3n2CC)cc1OCC | i |
| Cc1ccc(NC(=O)N[C@H]2C[C@@H](c3nc(-c4ccccn4)no3)N(C)C2)cc1 | ? |
| N#Cc1cccc(CN2CCOC[C@H]2c2ncc(-c3ccc(Cl)s3)[nH]2)c1 | ? |
| COc1ccccc1NC(=O)N1C[C@@H]2C[C@H](C1)c1c(-c3ccc(NC(C)=O)cc3)ccc(=O)n1C2 | i |
| O=C1Nc2ccccc2C12CN(Cc1ccccc1)C2 | ? |
| COc1ccc(CCNC(=O)c2c(C)noc2-c2cc(OC)cc(OC)c2)cc1 | i |
| CCOC1CCOC2(CCN(C(=O)c3ccncc3)CC2)C1 (stereo unspecified) | 67%[activator] |
| COC(=O)c1sc2cccc(F)c2c1S(=O)(=O)Nc1cc(C)c(Cl)cc1OC | 73%[activator] |
| COC(=O)c1ccccc1S(=O)(=O)N1CCN2C(=O)CNC(=O)C2C1 (stereo unspecified) | -7% |
| O=C(COc1ccccc1)N[C@H]1CO[C@H]2[C@@H]1OC[C@@H]2n1nnnc1Oc1ccc(-n2cncn2)cc1 | 6% |
| COCCCNC(=O)c1ccc(CSc2nc3cccnc3n2Cc2ccc(OC)cc2)cc1 | -15% |
| COc1ccccc1C(=O)N1CCC2(CC(c3cccc(C(F)(F)F)c3)=NO2)C1 (stereo unspecified) | 17% |
| Cc1cc(F)ccc1OC1CN(C(=O)c2ccccc2)C1 | ? |

Fetched by structure from the list above (two):
SMILES	Pf Dd2 growth
Cc1nnc(-c2cc(C(=O)NCCc3ccccc3)ccn2)n1Cc1cccnc1	i
CCOC1CCOC2(CCN(C(=O)c3ccncc3)CC2)C1 (stereo unspecified)	67%[activator]

The list goes on.
SMILES	Pf Dd2 growth
CCOc1ccccc1C1NC(=O)N(CC(=O)Nc2cccc(CC)c2)C2=C1C(=O)OC2 (stereo unspecified)	i
CCOc1cccc2sc(N(CCN(CC)CC)C(=O)c3ccco3)nc12	?
COc1ccccc1N1CCN(c2ncccc2CNC(=O)C2CCCO2)CC1 (stereo unspecified)	-9%
CCOC(=O)c1c(C)oc2nc(C)nc(NCCCN3CCN(c4cc(C)ccc4C)CC3)c12	-2%
CN1CCN(c2nc3c(s2)CN(C(=O)c2ccncc2)CC3)CC1	-12%

Screening data from PubChem BioAssay.
